# LmPK inh: LmPK (Leishmania mexicana) enzyme inhibition. Q27686. purified LmPK, Kinase-Glo ATP luminescence, 1 h. Potency, µM (doses to about 57.5 µM), inactives show at the highest dose activity change, negative = inhibition, usual class: inhibitors. actives 0.37% (n = 290,000); further: potency means the concentration at half of the fitted maximal effect; on the % scale 0 is the no-effect control and ±100 the full control effect
# Target sequence (Q27686 whole entry, looked up): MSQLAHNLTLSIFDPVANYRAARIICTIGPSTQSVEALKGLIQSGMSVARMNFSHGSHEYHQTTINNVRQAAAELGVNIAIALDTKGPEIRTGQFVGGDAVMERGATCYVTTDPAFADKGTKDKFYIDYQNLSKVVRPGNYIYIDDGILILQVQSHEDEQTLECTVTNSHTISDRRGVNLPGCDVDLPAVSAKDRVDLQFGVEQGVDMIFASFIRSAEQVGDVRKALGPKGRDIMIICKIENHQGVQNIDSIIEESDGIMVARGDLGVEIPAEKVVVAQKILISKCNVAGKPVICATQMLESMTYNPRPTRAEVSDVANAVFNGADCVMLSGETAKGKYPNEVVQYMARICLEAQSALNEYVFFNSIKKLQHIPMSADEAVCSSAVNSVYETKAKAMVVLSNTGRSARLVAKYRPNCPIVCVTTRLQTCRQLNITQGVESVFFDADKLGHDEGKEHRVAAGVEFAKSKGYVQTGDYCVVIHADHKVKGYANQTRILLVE
#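 Purified LmPK (0.1 nM) with 0.5 mM PEP and 0.1 mM ADP in imidazole buffer pH 7.2 with MgCl2/KCl, 1 h at room temperature. ATP formed was read by luciferase luminescence and normalized to no-enzyme and uninhibited controls.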
# Cycloheximide cs: counter-screen hit for Shiga toxin inhibitors, cycloheximide; max response, %; cell reporter, cycloheximide protein synthesis inhibition counterscreen; actives 12% (n = 300,000); AID 2314; in the data active means max response mostly above about 13%, no sharp cut-off; inactive means mostly below about 14%; further: read at 38.3 µM for the half of the compounds with a filed dose; 0% is about no effect
# TbPYK inhibitor: blocks Trypanosoma brucei pyruvate kinase. Q57TT1. TbPYK enzyme, Kinase-Glo Plus ATP luminescence, 45 min. Potency, µM (top dose mostly 76.8 µM), without a hit: at the highest dose activity, negative = inhibition, hits mostly inhibitors. actives 0.12% (n = 410,000). AID 624173; further: potency means the concentration at half of the fitted maximal effect; on the % scale 0 is the no-effect control and ±100 the full control effect; nearly all actives have a fitted effect of over 50% in size
#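 Assay buffer: 50 mM TEA pH 7.2, 100 mM KCl, 10 mM MgCl2, 0.05% BSA, 0.01% Tween-20. Pyruvate kinase from T. brucei plus substrate met compound, then ADP (130 uM final). Luminescence was read post 45 min RT.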
# HCV inhibitor: HCV inhibition. Potency, µM (titrated, usually from 41.8 µM), without a hit: top-dose activity change, negative = inhibition, usual class: inhibitors. Huh7.5.1 HCVcc-Cre infection, luciferase reporter, 44 h. actives 3.4% (n = 340,000). AID 651820; further: potency means the concentration at half of the fitted maximal effect; on the % scale 0 is the no-effect control and ±100 the full control effect
#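 1,000 cells/well; 4 h culture; + compound; + HCVcc-Cre (~0.5 moi); 44 h; luciferase substrate, RT 15 min; read 15 sec.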
# Shiga toxin inh: blocks Shiga toxin action in Vero cells | Vero cells, Shiga toxin protein synthesis inhibition reporter | inhibition, % at 38.7 µM | actives 9.2% (n = 290,000) | AID 2315; in the data active means inhibition mostly above about 28%, no sharp cut-off; inactive means mostly below about 43%; further: 0% is about no effect
# Pf growth 48h: P. falciparum growth inhibition at 48 hours (one generation). actives 5.9% (n = 310,000). Potency, µM (doses to about 28.7 µM), without a hit: at the highest dose activity change, negative = inhibition, usual class: inhibitors. P. falciparum luciferase growth in erythrocytes, 48 h; further: potency means the concentration at half of the fitted maximal effect; on the % scale 0 is the no-effect control and ±100 the full control effect
#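 Firefly luciferase activity from engineered P. falciparum reports growth; inhibitors lower the luminescent signal. Cultures contained 2% hematocrit erythrocytes at 0.1% final parasitemia.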
# Pf growth 96h: P. falciparum growth inhibition at 96 hour, primary screen for plastid delayed-death inhibitors; P. falciparum luciferase reporter growth, 96 h; Potency, µM (titrated, usually from 28.7 µM), for inactives: at the highest dose activity change, negative = inhibition, actives largely listed as inhibitors; actives 6.9% (n = 320,000); AID 504834; further: potency means the concentration at half of the fitted maximal effect; on the % scale 0 is the no-effect control and ±100 the full control effect
#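 Erythrocytes infected with luciferase-expressing P. falciparum were dispensed at 2% hematocrit and 0.05% parasitemia (final), then incubated with compounds 96 hours at 37 C in 5% CO2. Luminescence after detection reagent addition reported growth.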
# Active calls of the source: *; ? = inconclusive; nt = not tested or not shown; [ ] = remark or other dose. Unless noted, the call rests on the fitted dose curve; in most records, active means well fitted curve in the direction sought with a large enough effect; inconclusive means small, poorly fitted or top-dose-only effect, or another doubt; inactive means no such curve, though single readings can be large; an effect the other way counts as inactive or inconclusive.
# Below each compound: LmPK inh | Cycloheximide cs | TbPYK inhibitor | HCV inhibitor | Shiga toxin inh | Pf growth 48h | Pf growth 96h
O=C(COC(=O)C1=COCCO1)NCCCc1ccccc1
    -1% | 8 | -1% | 23% | -3 | 10% | 3%
Cc1nc2ccccc2n1CC(=O)NCc1ccccc1
    0% | -2 | 0% | -18% | -9 | 6% | -4%
COc1ccc(N(C)S(=O)(=O)c2cccc(C(=O)Nc3nnc(C4CC4)s3)c2)cc1
    5% | -1 | 5% | ? | -18 | ? | ?
Cc1ccc(Cl)cc1N1CCN(S(=O)(=O)c2ccc(-c3ccc(=O)[nH]n3)o2)CC1
    -1% | -4 | -20% | -1% | -5 | ? | ?
CC(=O)N1CCN(CCN=Cc2c(O)n(-c3ccc(F)cc3)c(=S)[nH]c2=O)CC1
    5% | -2 | -5% | 5% | 1 | nt | 20%
CCC(C)N1C(=O)S/C(=C/c2ccc(Sc3nc4ccccc4[nH]3)o2)C1=O (configuration not stated)
    6% | 9 | -4% | ? | 12 | ? | 1.7µM*
Cc1cccn2c(=O)nc(SCC(=O)c3ccccc3)nc12
    nt | nt | -1% | -15% | nt | 21% | 3%
Clc1ccc(-n2nnnc2CN2CCOCC2)cc1
    -6% | -2 | nt | 10% | -12 | 6% | 53%[activator]
COc1ccc(NC(=O)C(C)Sc2nnc(C3CC3)n2C2CC2)cc1 (configuration not stated)
    nt | nt | 2% | 27% | nt | 16% | 4%
CCc1ccc(-c2cc3c(=O)n(CC(=O)NCCCN4CCN(Cc5ccccc5)CC4)nc(C)n3n2)cc1
    -4% | -2 | 3% | ? | -6 | -3% | ?
CC(C)(Oc1ccc(Cl)cc1)C(=O)NC1=NN(c2ccccc2)C(=O)C1
    3% | -1 | -5% | -2% | -4 | ? | -23%
Cc1ccc(S(=O)(=O)c2cc3c(=O)n4ccccc4nc3n(CCc3ccccc3)c2=N)cc1
    2% | 5 | 2% | -2% | 8 | 2.1µM* | -5%
CCn1c(SCC(=O)N2CC(C)OC(C)C2)nc2c([nH]c3ccccc32)c1=O (configuration not stated)
    1% | 7 | -4% | -11% | 3 | 6.6µM* | ?
O=C(CCC(=O)N1CCOc2ccccc21)NCc1ccccn1
    0% | 4 | -1% | -6% | -3 | 16% | -8%
O=C(Nc1cccc([N+](=O)[O-])c1)Nn1cnnc1
    -1% | 4 | -2% | 18% | -7 | 9% | -1%
CC(/C=C1\SC(=O)N(CCCC(=O)O)C1=O)=C\c1ccccc1
    0% | -6 | -4% | 37%[activator] | -13 | ? | 5.9µM*
COc1cc2c(cc1OC)C(C(=O)NCC1COc3ccccc3O1)C(c1cccnc1)N(C)C2=O (configuration not stated)
    0% | -4 | -10% | 8% | 11 | -6% | -19%
Oc1cccc[c]1[Hg][Cl]
    nt | nt | ? | nt | nt | 1.1µM* | 1.1µM*
CC1CN(C(=O)c2cccc(Oc3ccccc3)c2)CC(C)O1 (configuration not stated)
    -6% | -2 | 2% | 4% | -3 | -8% | 14%
O=c1[nH][nH]c(=S)n1C1CCCCC1
    ? | -1 | 2.5µM* | 6% | -14 | ? | 17%
Cc1c(NS(=O)(=O)c2ccc(N3CCCCC3)c([N+](=O)[O-])c2)c(=O)n(-c2ccccc2)n1C
    -4% | -2 | -6% | 1% | -6 | -15% | 22%
Cc1ccc2nc(-c3ccncc3)cc(-c3ccccc3)c2c1
    3% | -2 | -1% | 11µM* | -11 | 10µM* | 9.3µM*
Cc1cccc(NC(=O)CSc2nc3[nH]ncc3c(=O)[nH]2)c1
    2% | 6 | 0% | 8% | -12 | 13% | 17%
CCOC(=O)/C=C1\SCC(=O)N1CC(=O)NC(C)c1ccc(F)cc1 (configuration not stated)
    1% | 1 | 4% | 32%[activator] | 6 | -4% | ?
CCCCC(=O)Oc1c(S(=O)(=O)c2ccccc2)c(C)nn1C(C)(C)C
    1% | 8 | 5% | 0% | -6 | 40%[activator] | 9%
Cc1ccc(Cl)cc1N1CCN(Cc2cc(=O)n3ccsc3n2)CC1
    -1% | -2 | 0% | 1% | 9 | 24% | 36%[activator]
Cc1cc(C)n(Cc2ccccc2F)c(=O)c1C#N
    2% | -1 | 2% | -3%[8.37 µM] | -1 | -2% | 1%
Cc1nc(C)n(C(C)CNC(=O)c2ccccc2)n1 (configuration not stated)
    -1% | -2 | 4% | 21% | -8 | 10% | ?
COc1cccc2cc(C(=O)NC3CC4CCC3C4)oc12 (configuration not stated)
    0% | 14* | -6% | 11% | 21 | ? | 5%
CCc1cccc(C)c1NS(=O)(=O)c1cc(Br)cnc1N
    5% | -8 | -3% | 11µM* | -9 | ? | 20%
COc1ccccc1N1CCN(S(=O)(=O)/C=C/c2ccccc2)CC1
    -1% | 6 | -1% | ? | 47 | -12% | nt
COc1ccc(-c2csc(NC(=O)COC(=O)Cc3ccccc3)n2)cc1OC
    4% | 1 | nt | -11% | 12 | 13% | 54%[activator]
CCOC(=O)c1ccc(N2C(=O)CC(N3CC=C(c4ccc(F)cc4)CC3)C2=O)cc1 (configuration not stated)
    1% | 4 | 4% | -16% | -1 | ? | nt
Oc1ccc(/C=N/Nc2ccnc3cc(Cl)ccc23)c(O)c1O
    -11% | -7 | ? | ? | 24 | ? | ?
C/C(=N\NC(=O)c1csc(C)c1C)c1ccc(Cl)s1
    2% | 33* | -21% | -5% | 72* | 69%[activator] | nt
O=C(c1ccc(F)cc1)N1CCN2C(=O)c3ccccc3C12c1ccc(Cl)cc1 (configuration not stated)
    0% | -3 | 0% | -4% | -7 | 13µM* | 5.2µM*
Cc1cc(C)n(CCCNC(=O)c2ccco2)n1
    nt | nt | 3% | -5% | nt | 18% | -12%
COc1ccc(/C=N/OCc2nc3c4c(ncn3n2)Oc2ccc3ccccc3c2C4c2ccccc2)cc1 (configuration not stated)
    5% | 6 | 3% | -11% | -10 | ? | 14%
CC1CCCN(C(=O)CNS(=O)(=O)c2cccs2)C1 (configuration not stated)
    -1% | 27* | -3% | 22% | 54 | 26% | ?
COCCN(C(=O)COC(=O)CCOc1ccccc1C)c1c(N)n(Cc2ccccc2)c(=O)[nH]c1=O
    nt | nt | -12% | 20% | nt | -5% | -1%
CCS(=O)(=O)N1CCCC(C(=O)NCCN(C)Cc2ccccc2)C1 (configuration not stated)
    -2% | -5 | -6% | 9% | -9 | 10% | 46%[activator]
CN(Cc1ccccc1)C(=O)c1ccc(NC(=O)Cc2cccc(NC(=O)C3CCN(C(=O)C4CCCCC4)CC3)c2)cc1
    nt | nt | 1% | 15% | nt | ? | ?
O=C(COc1ccc(Cl)cc1)N/N=C/c1cccc2cccnc12
    -4% | -2 | 1% | -8% | -35 | 21% | 42%[activator]
O=C(N[C@H]1CC1c1ccccc1)c1ccc([N+](=O)[O-])cc1 (some centres not stated)
    -10% | 46* | -1% | -6% | 112* | 92%[activator] | 211%[activator]
O=C(Nc1nnc(/C=C/c2ccccc2)s1)c1ccco1
    3% | 30* | -3% | 12% | 63* | 9% | 8%
CCC12CN3CC(CC)(CN(C1)C3c1ccccc1Cl)C2O (configuration not stated)
    -1% | -3 | -1% | 14% | -3 | 11% | 11%
COc1ccc(-c2cc(C(=O)NCc3cn(C)nc3C)c3ccccc3n2)cc1OC
    -4% | -3 | -5% | -4% | -4 | ? | ?
CCCc1nc(-c2ccccc2)c(-c2ccc(OC)c(OC)c2)c(=O)[nH]1
    -3% | -2 | 1% | 2% | -2 | -26% | -93%
CCOC(=O)C1CCN(C(=O)COc2ccc(Br)cc2Br)CC1
    2% | 2 | -6% | ? | -5 | 13% | -4%
CC1=N/C(=C/c2ccc([N+](=O)[O-])cc2)C(=O)N1c1ccc(Cl)cc1Cl
    9% | -1 | 3% | -26% | 17 | nt | 3%
Cc1cc(C)cc(N(CC(=O)N2CCOCC2)S(=O)(=O)c2ccccc2)c1
    5% | 1 | -21% | 1% | -10 | -3% | 7%
COCCN(C(=O)CNC(=O)c1ccco1)C(C(=O)NC1CCCC1)c1ccc(F)cc1 (configuration not stated)
    8% | -6 | -4% | 21% | -9 | 35% | -28%
CCN(CC)c1cc(C)c2cc(NC(=O)c3ccc(Br)o3)ccc2n1
    2% | 26 | -16% | ? | 32 | 12µM* | 63%[activator]
O=C(CN1C(=O)NC2(CCCC2)C1=O)N1CCN(S(=O)(=O)c2ccccc2)CC1
    -2% | -2 | -12% | 3% | -23 | 7% | -6%
CCN(CC)S(=O)(=O)c1ccc2c(c1)c(=O)c(C(=O)N1CCOCC1)cn2C
    4% | -2 | 3% | 4% | -13 | 19% | nt
COc1cc(S(=O)(=O)N2CCN(c3ccccn3)CC2)ccc1Br
    -1% | 2 | -2% | 9% | 3 | 7% | 217%[activator]
COc1ccc(CN(C(=O)c2ccco2)c2ccc(C)cc2)cc1OC
    0% | 6 | 2% | 6% | -15 | ? | ?
CC1CN(C(=O)c2c([N+](=O)[O-])cnn2C)CC(C)O1 (configuration not stated)
    0% | -1 | 1% | -7% | -10 | -1% | nt
CCCc1c(C)nc(N2CCN(c3ccccc3OC)CC2)[nH]c1=O
    -1% | -3 | -3% | -16% | -13 | 3% | -6%
Cc1ccc(CN(C)C(=O)c2cccc(S(=O)(=O)N3CCN(Cc4ccccc4)CC3)c2)o1
    nt | nt | 0% | -15% | nt | 1% | ?

# Other compounds:
# Below each compound: LmPK inh | Cycloheximide cs | TbPYK inhibitor | HCV inhibitor | Shiga toxin inh | Pf growth 48h | Pf growth 96h
CCC(C)NCCOCCOc1ccc(Br)cc1 (configuration not stated)
    0% | -7 | 5% | -28% | -12 | 13% | ?
CCC(C)[C@H](NC(=O)Nc1ccccc1F)C(=O)OC (some centres not stated)
    -1% | 7 | -1% | -11% | 2 | 29% | 40%[activator]
CCOc1cc(C(=O)N/N=C/C2CC=CCC2)cc(OCC)c1OCC (configuration not stated)
    5% | -2 | -16% | ? | 3 | -14% | ?
O=C(c1ccc(-c2cc(O)c3ncccc3c2)cc1)N1CCNCC1
    nt | nt | 2% | nt | nt | 9.3µM* | 9.3µM*
CCOC(=O)CN(C(=O)CSc1nnc(-c2ccc(OC)c(OC)c2)o1)c1ccc(F)cc1
    4% | -4 | -12% | -14% | 8 | nt | nt
COC(=O)c1ccc(NC(=S)NC(=O)C2CCC2)cc1
    -7% | 26* | -1% | -5% | 64* | 28% | 51%[activator]
COC(=O)c1ccc(OC(=O)CN2C(=O)c3ccccc3C2=O)cc1
    0% | -1 | 5% | -8% | 8 | 0% | ?
C/C=C/c1ccc(OCCCn2cncn2)c(OC)c1
    -3% | 11* | 2% | ? | 27 | 27% | 6%
Cn1c(CS(=O)Cc2c(Cl)cccc2Cl)nnc1SCc1c(Cl)cccc1Cl (configuration not stated)
    5% | -1 | 2% | -22% | 7 | ? | 4.7µM*
COc1ccccc1CNC(=O)CN1C(=O)NC2(CCCC2)C1=O
    nt | nt | -2% | -4% | nt | 9% | -6%
Cn1c(=NC(=O)COc2ccccc2)sc2ccccc21
    7% | 42* | -14% | -1% | 78* | nt | 204%[activator]

# In another format: results already given
smiles	LmPK inh	Cycloheximide cs	TbPYK inhibitor	HCV inhibitor	Shiga toxin inh	Pf growth 48h	Pf growth 96h
CCc1cccc(C)c1NS(=O)(=O)c1cc(Br)cnc1N	5%	-8	-3%	11µM*	-9	?	20%
Cc1nc(C)n(C(C)CNC(=O)c2ccccc2)n1 (configuration not stated)	-1%	-2	4%	21%	-8	10%	?
CCN(CC)S(=O)(=O)c1ccc2c(c1)c(=O)c(C(=O)N1CCOCC1)cn2C	4%	-2	3%	4%	-13	19%	nt
